# Bcl-B TR3 displacers: displacers of TR3 peptide from Bcl-B, primary screen, selectivity assay for Bfl-1 inhibitor project, biochemical, fluorescence polarization; displacement, % at 20 µM, or IC50 in µM where a hit was titrated; 96,000 tested, 0.11% active; AID 748; FP displacement of FITC-TR3 peptide from Bcl-B; higher % means a stronger effect;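 active = displacement above 50% at 20 µM plus a fluorescence interference ratio under 1.5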;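 note: plate controls were wells without compound for no effect and wells lacking Bcl-B protein for full effect; a part of the inactive calls stands beside numbers as strong as those of hits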
# IL1B NFkB pot: enhances IL-1B driven NFkB nuclear translocation. HUVEC IL-1B NFkB p65 nuclear translocation imaging. activation, % at 2 µM. 94,000 tested, 0.3% active;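 active = activation above 40%, about the mean plus 3 SD, also judged a hit on visual image review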;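 note: percent activation is computed from the nuclear over cytoplasmic p65 intensity ratio; values of inactives mirror those of a sister screen read the other way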
# MRP reversal: reverses drug resistance mediated by MRP; H69AR cells + 2 uM doxorubicin, CellTiter-Glo, 72 h; differential viability (reversal), % at 10 µM; 85,000 tested, 0.04% active; AID 602;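 active = viability drop by adding the cancer drug above about 55%, with treated viability meeting a 40% cutoff, limit read from the data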;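 note: viability without doxorubicin minus viability with 2 µM doxorubicin for each compound; larger differential means the compound sensitizes cells more to doxorubicin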
# IL1B NFkB inh: blocks IL-1B driven NFkB nuclear translocation in HUVEC cells. HUVEC IL-1B NFkB p65 nuclear translocation imaging. inhibition, % at 2 µM. 94,000 tested, 0.43% active. AID 796;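 active = inhibition above about 30% together with a positive call from visual inspection of the well image, limit read from the data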;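 note: nuclear over cytoplasmic p65 intensity ratio measured by imaging; 0% = IL-1B stimulated DMSO wells and 100% = unstimulated DMSO wells; values of inactives mirror those of a sister screen read the other way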
# PLAP inhibition: inhibition of human placental alkaline phosphatase – biochemical, luminescence, HTS (AID 690); purified PLAP, luminescent substrate; higher % means a stronger effect; one-dose inhibition, % at 20 µM; IC50 in µM for titrated hits; 96,000 tested, 0.08% active; in the data active = a potency from the dose series; inactive = the rest, 99 in 100 with inhibition below about 30%; note: strong numbers were not always called active
# MRP reversal cytotoxicity: recorded beside MRP reversal, whose call it bears; viability, %; H69AR cells, CellTiter-Glo, 72 h; measured here: cytotoxicity without doxorubicin
# MRP reversal with doxorubicin: further read-out of MRP reversal, marked with its call; viability, %; measured here: viability with 2 uM doxorubicin; active compounds read low
# IL1B NFkB inh cell count 2 µM: recorded beside IL1B NFkB inh, whose call it bears; cell count; measured here: cells passing quality filter;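 raw number of nuclei counted in each imaged well without normalization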
# IL1B NFkB pot cell count 2 µM: recorded beside IL1B NFkB pot, whose call it bears; cell count; measured here: cells passing quality filter
# * marks the source's active call; other numbers are inactive results; nt = not tested or not shown.
cpd	compound	Bcl-B TR3 displacers	IL1B NFkB pot	IL1B NFkB pot cell count 2 µM	MRP reversal	MRP reversal cytotoxicity	MRP reversal with doxorubicin	IL1B NFkB inh	IL1B NFkB inh cell count 2 µM	PLAP inhibition
1	O=C(NCc1cccs1)c1ccccc1C(=O)NCc1cccs1	0.2%	9.5	84	-23.7	76.4	100.1	-9.5	84	-2.8%
2	CSc1nc(-c2ccco2)nn1C(=O)c1ccccc1	-2.2%	2.9	167	-2.3	78.7	81.0	-2.9	167	-12.0%
3	O=C(Nc1ccc2ccccc2c1)c1cn(-c2ccccc2)nc1-c1cccs1	1.8%	-5.2	165	-5.3	79.3	84.6	5.2	165	-0.5%
4	Cc1[nH]c2ccccc2c1C(=O)CSc1nc2cc(S(=O)(=O)N3CCCCC3)ccc2o1	-36.8%	-5.4	182	nt	nt	nt	5.4	182	3.0%
5	CCN(CC)S(=O)(=O)c1cc(Br)c(C)cc1OC	-11.5%	-7.3	152	3.0	95.5	92.5	7.3	152	7.9%
6	CCOc1ccc2nc(SCc3ccc(C(=O)OC)o3)[nH]c2c1	1.0%	20.2	155	nt	nt	nt	-20.2	155	-117.0%
7	Fc1cnc(N2CCOCC2)nc1NCc1ccccc1	5.4%	-3.7	126	-10.9	100.8	111.8	3.7	126	-9.3%
8	CCn1c(SCC(=O)Nc2cc(C)ccc2C)nnc1-c1cnccn1	4.4%	nt	nt	8.4	94.0	85.6	nt	nt	3.3%
9	O=C(Nc1cccc(F)c1)C1C2C=CC3(CN(CCCN4CCOCC4)C(=O)C13)O2 (stereo unspecified)	-2.7%	15.8	49	-12.3	81.0	93.4	-15.8	49	-51.5%
10	CCOC(=O)N1CCN(c2c(N3CCOCC3)c(=O)c2=O)CC1	6.8%	4.3	189	-7.3	89.4	96.6	-4.3	189	-1.1%
11	Cc1ccc(S(=O)(=O)NC2=NCN(Cc3ccccc3)CN2)cc1	-1.8%	9.3	77	1.1	92.0	90.8	-9.3	77	-5.5%
12	Cc1nn(Cc2cccc(C(=O)N3N=C(C(F)F)CC3(O)C(F)F)c2)c(C)c1[N+](=O)[O-] (stereo unspecified)	0.8%	2.8	163	nt	nt	nt	-2.8	163	-48.0%
13	COC(=O)c1sccc1NC(=O)c1cc2c(s1)CCCC2	-7.0%	3.1	126	-2.8	78.2	81.0	-3.1	126	-39.6%
14	Cc1nn(-c2ccccc2)c(C)c1NC(=O)COc1ccc2ccccc2c1	-8.1%	10.0	165	nt	nt	nt	-10.0	165	-0.6%
15	CCCNC(=O)N1CCN(c2nc(C(C)C)c3c(c2C#N)CC(C)(C)OC3)CC1	5.7%	11.0	191	4.6	79.5	74.8	-11.0	191	-2.2%
16	CC(C)c1ccc(N(CC(=O)NCCSC(C)(C)C)S(C)(=O)=O)cc1	8.4%	20.7	172	0.2	69.7	69.5	-20.7	172	-62.9%
17	CCOC(=O)N1CCN(C2CC(=O)N(c3ccc(Cl)c(Cl)c3)C2=O)CC1 (stereo unspecified)	nt	6.3	128	12.6	102.1	89.5	-6.3	128	nt
18	COc1cccc(-c2nc(CS(=O)CC(=O)O)c(C)o2)c1 (stereo unspecified)	-4.7%	7.8	72	16.7	106.6	89.9	-7.8	72	3.0%
19	CCn1c(COc2cccc(C)c2)nc2ccccc21	nt	-18.4	64	3.6	95.9	92.3	18.4	64	nt
20	O=C(Cc1ccccc1)NCCn1ccc2ccccc21	-7.9%	nt	nt	12.1	101.5	89.4	nt	nt	7.2%
21	CC(c1ccco1)N(C(=O)C12CC3(C)CC(C)(CC(C)(C3)C1)C2)c1ccccn1 (stereo unspecified)	0.4%	3.4	134	-0.3	88.0	88.3	-3.4	134	-14.3%
22	O=C(Nc1ccc(N2CCN(C(=O)c3ccccc3)CC2)c(Cl)c1)c1ccc(Br)o1	-6.4%	-2.7	79	nt	nt	nt	2.7	79	-18.1%
23	Cc1cc2cc3c(cc2nc1SCC(=O)Nc1ccccc1)CCC3	-8.4%	10.4	188	nt	nt	nt	-10.4	188	21.6%
24	O=C(NCCO)c1cc2ccccc2cc1O	4.7%	7.8	146	-6.2	88.9	95.2	-7.8	146	-0.5%
25	CCOc1cc(-c2nc(-c3ccncc3)no2)cc(OCC)c1OCC	-2.2%	3.4	101	3.3	53.5	50.3	-3.4	101	-8.7%
26	O=C(Nc1ccccc1C(=O)N1CCOCC1)c1ccc(F)cc1	1.3%	-18.1	138	-0.9	96.4	97.3	18.1	138	4.8%
27	Nn1c(CN2CCCCC2)nc2ccccc2c1=O	-8.7%	0.6	134	3.6	96.6	92.9	-0.6	134	-2.1%
28	COc1ccc(-c2cc3nnc(-c4ccccc4)nc3s2)cc1	nt	9.1	144	-8.9	92.2	101.2	-9.1	144	nt
29	Cc1ccc(/C(O)=C2/C(=O)C(=O)N(CCN3CCOCC3)C2c2ccccn2)cc1 (stereo unspecified)	-4.9%	5.5	121	-0.3	94.0	94.3	-5.5	121	-39.3%
30	O=Cc1cn(-c2ccccc2)nc1-c1cc2cc(O)ccc2oc1=O	-46.2%	-18.3	164	nt	nt	nt	18.3	164	-23.6%
31	COc1ccc(NC(=O)CSc2nnc(-c3cccnc3)n2Cc2ccco2)c(OC)c1	4.3%	nt	nt	3.4	85.0	81.6	nt	nt	-38.0%
32	O=C(CSc1nnc(-c2ccco2)n1CC1CCCO1)c1ccc(F)cc1 (stereo unspecified)	-4.4%	-8.3	190	-18.6	73.1	91.7	8.3	190	-0.9%
33	COc1ccc(C(C(=O)NC2CCCC2)N(C(=O)c2ccco2)c2ccc3c(c2)OCO3)cc1OC (stereo unspecified)	5.1%	-10.4	172	-20.6	64.4	85.0	10.4	172	-36.6%
34	Cc1ccc(Cl)cc1NC(=O)COC(=O)C1CCCC1	-3.0%	nt	nt	13.4	101.1	87.7	nt	nt	13.2%
35	CCOC(=O)c1cn(-c2ccccc2)nc1-c1ccncc1	3.0%	13.4	116	1.8	88.5	86.7	-13.4	116	2.1%
36	COC(=O)NNC(=S)Nc1cc(OC)ccc1OC	4.5%	-17.0	46	14.4	97.8	83.3	17.0	46	-85.1%
37	CNC(=O)Nc1nnc(C(C)(C)C)s1	-2.3%	4.9	165	18.8	98.7	80.0	-4.9	165	18.1%
38	CC(C)C(=O)Nc1ccc(-c2csc(-c3ccccc3)n2)cc1	-2.6%	-1.3	137	nt	nt	nt	1.3	137	8.3%
39	CCc1ccc(C2(O)CC(C(F)(F)F)=NN2C(=O)Cc2ccc([N+](=O)[O-])cc2)cc1 (stereo unspecified)	nt	18.5	174	3.9	79.0	75.1	-18.5	174	nt
40	COc1ccc(NC2=NC(=S)N(c3ccccc3C)C23CCCCC3)cc1	-3.7%	-2.5	187	nt	nt	nt	2.5	187	1.0%
41	CCC1Oc2ccc(C)cc2N(CC(=O)N(Cc2cccnc2)Cc2ccc(C)o2)C1=O (stereo unspecified)	0.0%	-4.2	144	30.0	58.2	28.2	4.2	144	-52.8%
42	CC1(C)CC(=O)C=C(NCCN2CCNCC2)C1	-4.8%	15.8	178	4.1	96.3	92.2	-15.8	178	29.9%
43	COc1ccc(C2N=C(c3ccccc3)C(C)(C)N2O)cc1OC (stereo unspecified)	10.2%	nt	nt	-22.0	90.6	112.6	nt	nt	7.3%
44	COc1ccc(C(=O)NCC(=O)O)cc1	-5.6%	-0.9	77	5.1	97.6	92.5	0.9	77	-6.2%
45	O=C(c1cccc2cccc(O)c12)N1CCCCC1	3.6%	-3.0	143	-9.8	90.5	100.3	3.0	143	7.0%
46	COc1ccc(NC(=O)c2cc(C(C)C)on2)c(OC)c1	0.7%	7.0	51	3.1	86.8	83.7	-7.0	51	-22.5%
47	Cc1ccccc1-c1nnc(SCC(=O)Nc2cccc(C)c2C)o1	-5.5%	7.7	175	nt	nt	nt	-7.7	175	3.9%
48	Cc1ccc(Cn2ccc(NC(=O)c3cc(C(C)C)on3)n2)cc1	-8.5%	7.8	75	5.4	95.0	89.6	-7.8	75	-28.5%
49	O=C(NC1CCCCC1)C(c1ccccc1)N1CCOCC1 (stereo unspecified)	-2.4%	27.8	74	-0.8	86.5	87.4	-25.1	74	6.1%
50	Cc1cc2nc(N)sc2cc1[N+](=O)[O-]	-1.0%	1.3	148	nt	nt	nt	-1.3	148	1.6%
51	Cc1ccc(C)c(/C(O)=C2\C(=O)C(=O)N(CCCn3ccnc3)C2c2ccncc2)c1 (stereo unspecified)	-2.3%	4.6	149	-18.7	99.6	118.3	-4.6	149	-17.2%
52	CCCOc1ccc(S(=O)(=O)NCCN2CCOCC2)c2ccccc12	-9.1%	-1.8	125	14.4	84.7	70.2	1.8	125	24.5%
53	CN(C)CCNC=C(C(=O)Nc1ccc(Cl)cc1Cl)C(=O)Nc1ccc(Cl)cc1Cl	2.4%	4.9	143	nt	nt	nt	-4.9	143	-57.7%
54	Cc1cc(C)c(NC(=O)Cn2cc3c(n2)CCCC3)c(C)c1	-2.2%	nt	nt	2.7	87.3	84.6	nt	nt	-4.5%
55	CCC1Oc2ccc(C)cc2N(CC(=O)NCc2ccccc2OC)C1=O (stereo unspecified)	-8.4%	-13.8	179	nt	nt	nt	13.8	179	-14.2%
56	OC(C#CCN1CCOCC1)(c1ccccc1)C1CCCCC1 (stereo unspecified)	0.3%	1.2	142	0.2	79.2	78.9	-1.2	142	-43.5%
57	COc1cccc(-c2nc(C(N)=O)c3[nH]c(=O)n(-c4cccc(Cl)c4)c3n2)c1OC	-2.3%	nt	nt	-15.5	64.3	79.9	nt	nt	-26.2%
58	CC1CC(C)CN(C(=O)c2ccc3c(c2NCCO)C(=O)c2ccccc2C3=O)C1 (stereo unspecified)	29.1µM*	21.6	206	-1.1	86.1	87.2	-21.6	206	28.5%
59	O=c1cc(O)nc(SC23CC4CC(CC(C4)C2)C3)[nH]1	7.5%	-10.1	113	0.0	91.0	91.0	10.1	113	-3.4%
60	Cc1cc(NC(=O)COc2ccc(N(C)S(=O)(=O)c3ccccc3)cc2)no1	2.1%	12.6	108	9.9	95.4	85.5	-12.6	108	-4.5%

# Compounds shown so far that have a COOH group:
cpd	compound	Bcl-B TR3 displacers	IL1B NFkB pot	IL1B NFkB pot cell count 2 µM	MRP reversal	MRP reversal cytotoxicity	MRP reversal with doxorubicin	IL1B NFkB inh	IL1B NFkB inh cell count 2 µM	PLAP inhibition
18	COc1cccc(-c2nc(CS(=O)CC(=O)O)c(C)o2)c1 (stereo unspecified)	-4.7%	7.8	72	16.7	106.6	89.9	-7.8	72	3.0%
44	COc1ccc(C(=O)NCC(=O)O)cc1	-5.6%	-0.9	77	5.1	97.6	92.5	0.9	77	-6.2%

# (list continues)
cpd	compound	Bcl-B TR3 displacers	IL1B NFkB pot	IL1B NFkB pot cell count 2 µM	MRP reversal	MRP reversal cytotoxicity	MRP reversal with doxorubicin	IL1B NFkB inh	IL1B NFkB inh cell count 2 µM	PLAP inhibition
61	NC(=O)C1CC(O)CN1c1nc(CN2CCOCC2)nc2scc(-c3ccccc3)c12 (stereo unspecified)	2.0%	-5.3	98	0.0	98.3	98.3	5.3	98	-14.8%
62	COC(=O)c1ccc2c(c1)C(C)(C)C(/C=C/c1ccccc1O)=[N+]2C	-9.7%	-17.0	123	nt	nt	nt	17.0	123	15µM*
63	COc1ccc(CCN2C(=O)C3C4CC(C5C(C(=O)O)=NOC45)C3C2=O)cc1OC (stereo unspecified)	8.2%	17.4	144	-8.6	92.7	101.2	-17.4	144	1.0%
64	COc1ccc(Cl)c(Cn2c(NCCCO)nc3c2c(=O)n(C)c(=O)n3C)c1	3.5%	-1.9	119	-5.6	61.9	67.5	1.9	119	2.3%
65	Fc1ccc(-c2cc3nc(-c4ccccc4)cc(N4CCOCC4)n3n2)cc1	2.4%	-11.1	66	0.2	89.1	88.8	11.1	66	11.3%
66	Cc1ccc(N(CC(=O)Nc2ccc(S(=O)(=O)N3CCOCC3)cc2)S(C)(=O)=O)cc1C	-23.9%	-5.0	135	2.4	82.2	79.8	5.0	135	-51.5%
67	CCOC(=O)c1[nH]c(C)c(C(=O)NC2CCCCCC2)c1C	nt	-2.8	133	nt	nt	nt	2.8	133	nt

# An excerpt; the hit share may differ from the screen's.
